Bioassay records: PubChem, Broad Institute
PGC1a acetyl inh – PGC1a acetylation modulation, inhibitor mode. inhibition, % at 15.6 µM. U2OS PGC1a acetylation, AlphaScreen anti-acetyl-lysine; with virally co-expressed GCN5 acetyltransferase. 350,000 compounds, 0.17% hits;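 active means every replicate shows inhibition of at least 40%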;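 further: 0% = neutral control wells and 100% = positive control wells; some results beyond the cut were filed as inactive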
PglD inh – inhibitors of Campylobacter jejuni PglD acetyltransferase; inhibition, % at 12.5 µM; 360,000 compounds, 0.098% hits; purified PglD enzyme, DTNB colorimetric CoA detection; AID 602405; in the data active means inhibition above about 16%, passing the limit was not always enough; further: strong numbers were not always called active
CFTR F508del cor – CFTR F508del correction in bronchial cells; activity (quench increase), % at 7.58 µM; 350,000 compounds, 0.36% hits; CFBE cells, YFP halide quenching; stimulated with forskolin plus potentiator P3; % fluorescence drop versus neutral controls; AID 720511;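 active means mean added fluorescence quench of at least 8% versus neutral control, with both replicates also reaching 8%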;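 further: cells transiently co-express mutant CFTR-F508del with the halide-sensitive YFP; corrector assay measuring rescue of mutant channel to the surface after 24 h compound exposure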
C2C12 statin – suppression of simvastatin myotoxicity. C2C12 myotubes + simvastatin, ATP luminescence, 48 h; scaled: DMSO 0, geranylgeraniol control 100. rescue of ATP level, % at 7.49 µM. 330,000 compounds, 0.78% hits. AID 602340;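 active means mean ATP rescue above about 67%, or every replicate alone reaching that limit, limit read from the data, passing the limit was not always enough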;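 further: myotubes were challenged with 10 µM simvastatin during compound exposure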
Cneo AK release – Cryptococcus neoformans lysis via adenylate kinase release | C. neoformans lysis, adenylate kinase release luminescence, 4 h; normalised: neutral wells 0, clomiphene wells 100 | lysis activity, % at 15 µM | 360,000 compounds, 0.2% hits | AID 651654;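 active means mean lysis activity across replicates of at least 80%, whatever share of replicates individually reach that level; inactive means mean lysis activity below 80%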
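Material: C. neoformans cells | Amount: Yeast cell density of 5 × 10^6 cells/mL | Medium: Fresh YPD growth medium | Dosing: Single dose | Times: Static 4 h at 37 °C with compound, 1 h detection | Detection: AK luminescence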
GSIS activator – primary screen for activators of insulin secretion dependent on glucose, INS-1E cells, GLuc reporter luminescence; 370,000 compounds, 0.61% hits; AID 743287; INS-1E GLuc reporter insulin secretion, 2-3 h; activation, % at 16.6 µM;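 active means lowest replicate activation of at least 40%, so every replicate reaches that level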;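 further: 0% = median of neutral control wells and 100% = median of IBMX positive control wells; some compounds called inactive have numbers as strong as hits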
miR-122 sensor – miR-122 inhibition in Huh7 cells | activation (reporter increase), % at 12.5 µM | AID 602342 | 340,000 compounds, 0.3% hits | Huh7 miR-122 Renilla luciferase sensor, 48 h; neutral wells = 0, positive control = 100;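 active means mean replicate activation score at least 90 and every replicate individually at or above 90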;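 further: higher luciferase means less miR-122 activity so hits act as miR-122 inhibitors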
FN deposit inh – fibronectin deposition inhibition; 350,000 compounds, 0.086% hits; AID 743247; inhibition, % at 12.6 µM; AH1F fibroblasts, Alexa488-fibronectin deposition fluorescence, overnight;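 active means mean inhibition across replicates of 30% or more, regardless of how many single replicates reach that level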;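 further: positive control wells lacked labelled fibronectin entirely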
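test system = AH1F fibroblasts assembling fluorescent fibronectin matrix | quantity = 10000 AH1F cells per well | buffer or medium = DMEM plus 2% serum, read in PBS | doses = single dose, pinned | incubation = 1 h cell attachment, overnight exposure to compound and label | detection = fluorescence at 485 nm excitation, 525 nm emission | read-out basis = inhibition from reduced deposited-fibronectin fluorescence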
* = called active by the depositor; / = not tested or not shown; & = joins results of further samples; [ ] = remark or other dose. Outcome played no part in choosing rows, and some 2.1% of all compounds hit somewhere here.

SMILES	PGC1a acetyl inh	PglD inh	CFTR F508del cor	C2C12 statin	Cneo AK release	GSIS activator	miR-122 sensor	FN deposit inh
COc1ccccc1NC(=O)c1cccc(N2C(=O)C3C4C=CC(C4)C3C2=O)c1 (stereo not drawn)	-10	2	-0.7	22	1	19	-11	1
C[C@@H]1CCCCO[C@@H](CN(C)C(=O)Cc2ccccc2)[C@H](C)CN([C@@H](C)CO)C(=O)c2cc(NS(=O)(=O)c3ccc(F)cc3)ccc2O1	0	0	0.7	/	-13	-21	-9[16.7 µM]	/
Cc1cc(N/N=C/c2ccc(O)cc2O)c2ccccc2n1	-12	-1	-2.8	0	1	25	-6	-10
COc1ccccc1CNC(=O)C[C@H]1CC[C@H]2[C@@H](COC[C@@H](O)CN2Cc2ccc3c(c2)OCO3)O1	-4	-4	1.9	22	-1	-3	-11[16.7 µM]	0
NC(=O)c1cccc(S(=O)(=O)N2CC(c3ccccc3)CC2=O)c1 (stereo not drawn)	/	-2	0.1	11	-3	-15	1	-6
CCCCCCn1c(N)c(C#N)c2ccc([N+](=O)[O-])cc2c1=O	2	/	-0.2	/	/	-6	/	-3
CCCCN(CC)CCCNC(=O)c1ccc(CS(=O)(=O)c2ccccc2C)o1	1	-1	2.4	-6	2	25	/	5
CN1C(C(=O)NCCc2cccs2)CC2Cn3c(nc4ccccc43)C21 (stereo not drawn)	4	8	-3.0	4	-6	-7	0	-18
CC(=O)Nc1ccc(Cl)cc1C(=O)O	-1	4	/	10	-4	19	-5	/
COc1ccc(CC(N)c2csc(Nc3cc(NCc4ccco4)ncn3)n2)cc1 (stereo not drawn)	-32	0	2.1	-24	2	4	-5	7
COc1ccc(OC)c(NC(=O)CN2C(=O)COc3ccc(S(=O)(=O)N4CCCC4)cc32)c1	-14	1	1.5	1	0	7	-8	2
O=C(COC(=O)c1ccccc1SCC(=O)NC1CCCCC1)NC1CCCCC1	/	3	/	-10	1	/	5	-4
COC(=O)c1ccc(OC)c(CSc2nnc(COc3ccc(Cl)cc3)o2)c1	1	4	/	9	-3	/	-2	-6
COc1ccc(S(=O)(=O)ON=C2CC(C)(C)N(C(C)=O)C(C)(C)C2)cc1	2	/	-3.2	/	/	13	/	-22
CC(=O)Nc1ccc(S(=O)(=O)NCCc2csc(C)n2)cc1	1	5	/	4	10	/	-1	-8
CCn1cc(C(=O)OCC(=O)c2cc(C)n(-c3ccccc3F)c2C)c(=O)c2ccc(C)nc21	/	-1	/	-1	-1	-31	-10	/
C[C@H](CO)N1C[C@H](C)[C@@H](CN(C)Cc2ccc(C(=O)Nc3ccccc3N)cc2)Oc2ccc(NC(=O)Cc3ccccc3)cc2C1=O	11	-3	-2.3	/	2	0	-4[16.7 µM]	/
C[C@@H]1CN([C@@H](C)CO)C(=O)Cc2cc(NC(=O)Nc3ccc(F)cc3)ccc2O[C@H]1CN(C)Cc1ccc(C(F)(F)F)cc1	-3	/	1.3	-29	/	-27	10[16.7 µM]	-4
CC(=O)c1cccc(-c2cnc3c(NC=O)cc(-c4ccc(N(C)C)cc4)cn23)c1	-9	-9	-0.1	-44	-1	0	-1	13
CCC1Sc2ccccc2N(CC(=O)NCCC2=CCCCC2)C1=O (stereo not drawn)	-6	/	/	/	/	-36	-2	-2
O=C(C[C@@H]1CC[C@H]2[C@@H](COC[C@@H](O)CN2C(=O)c2cnccn2)O1)NCc1ccc(F)cc1	-5	0	0.7	-11	-1	14	-1[16.7 µM]	-6
C[C@H]1CN([C@@H](C)CO)C(=O)c2cccc(NC(=O)c3nc4ccccc4s3)c2O[C@H]1CN(C)S(C)(=O)=O	12	2	-1.7	/	-1	1	2[16.7 µM]	/
Cc1ccccc1C(=O)N1CCC(C(N)=O)CC1	18	-1	/	34	8	-12	0	1
Cc1cc(Cl)c(OCCCn2cncn2)c(Br)c1	-17	8	/	13	0	/	-3	-15
O=C(Nc1ccc(OC(F)F)cc1)Nc1cccc(C(F)(F)F)c1	/	-8	/	-33	-4	/	-44	-4
O=C(COC(=O)c1cc2ccccc2cc1O)NCc1ccccc1	17	1	/	-7	-7	/	/	16
C=CCn1c(SCCCc2ccccc2)nc2c1c(=O)[nH]c(=O)n2C	/	-3	-0.6	12	2	-24	/	13
C[C@H](CO)N1C[C@H](C)[C@H](CN(C)S(C)(=O)=O)Oc2cc(C#CC3CCCC3)ccc2S1(=O)=O	-1	3	4.1	-1	-9	-23	1[16.7 µM]	/
CC(C)C#Cc1cnc2c(c1)C(=O)N([C@@H](C)CO)C[C@H](C)[C@@H](CN(C)Cc1ccccc1)O2	5	5	1.3	17	14	-10	-1[16.7 µM]	-6
COc1ccccc1-c1cnc2c(c1)C(=O)N([C@@H](C)CO)C[C@H](C)[C@H](CN(C)C(=O)CC1CC1)O2	-14	3	3.1	-5	-3	-3	7[16.7 µM]	-8
CC(=O)c1ccc2oc3ccccc3c(=O)c2c1	3	-5	-1.8	8	-1	3	-4	5
O=C(C[C@@H]1C=C[C@H](NC(=O)NC2CCCC2)[C@H](CO)O1)NCc1ccc(F)cc1	-9	2	0.0	6	-3	7	/	-1
Cc1noc(C)c1S(=O)(=O)Nc1ccc2c(c1)CC(=O)N([C@@H](C)CO)C[C@@H](C)[C@@H](CN(C)S(=O)(=O)c1c(C)noc1C)O2	5	6	0.7	-10	-5	-3	4[16.7 µM]	/
Cc1ccc(F)cc1C(=O)N1CCCCC1c1cc(C(=O)NCc2ccccc2)no1 (stereo not drawn)	-4	2	1.4	2	0	-17	-5	-5
NC(=O)N/N=C/c1ccccc1OCc1cccc2ccccc12	-7	-3	-2.9	4	-4	11	-1	3
CC(=O)Cn1cnc2scc(-c3ccc(C)c(C)c3)c2c1=O	3	-4	-0.4	0	-4	-6	3	4
CN(C)C(=O)[C@H]1[C@H](CO)[C@H]2Cn3c(ccc(C4=CCCC4)c3=O)[C@H]2N1C(=O)c1ccccc1F	/	1	/	-10	-5	13	/	/
C[C@H](CO)N1C[C@H](C)[C@H](CN(C)C(=O)NC2CCCCC2)Oc2ncc(C#Cc3ccc(C(F)(F)F)cc3)cc2C1=O	5	7	4.1	42	-5	-1	-10[16.7 µM]	8
Cc1ccc(CN(C(=O)c2cc3ccccc3oc2=O)C2CCS(=O)(=O)C2)cc1 (stereo not drawn)	-1	-4	/	-17	-6	25	2	5
O=C(Nc1ccccc1F)N[C@@H]1C=C[C@H](CC(=O)N2CCCCC2)O[C@@H]1CO	-14	2	2.2	6	-1	4	/	6
C=CCNC(=O)c1sccc1Oc1ccc(F)cc1[N+](=O)[O-]	9	/	-1.3	/	/	17	/	0
N=c1sccn1CC(=O)Nc1cc(Cl)ccc1Oc1ccccc1	-13	1	/	/	1	/	-1	/
Cc1cc(C)cc(OC(=O)CS(=O)c2ccc(C(F)(F)F)cc2[N+](=O)[O-])c1 (stereo not drawn)	-64	-1	/	-27	-2	/	-13	21
CN1c2ccc(-c3ccccc3)cc2[C@@H]2[C@@H](CCN2C(=O)c2ccncc2)[C@H]1CO	1	-1	0.9	20	-3	5	-4[16.7 µM]	-5
CC(CCN1CCN(c2ccc(F)cc2)CC1)c1ccccc1 (stereo not drawn)	/	-3	-2.3	1	-2	-24	/	1
CC(C)(C)[S@@](=O)N1Cc2cc(C(=O)N[C@H]3CCN(Cc4ccccc4)C3)nc(-c3cccc(-c4cccnc4)c3)c2[C@H]1CCO	-9	-4	0.9	-22	-1	-28	/	15
COc1ccc(-c2cnc3c(c2)C(=O)N([C@H](C)CO)C[C@H](C)[C@@H](CN(C)S(C)(=O)=O)O3)cc1	-6	-3	-0.6	-2	-16	2	1[16.7 µM]	2
CC[C@H](C)[C@H](NC(N)=O)C(=O)NCCc1ccc(Cl)cc1Cl	-3	/	-0.5	/	/	19	-3	1
CCN(CC(=O)NCc1cccs1)C(=O)c1ccc(-c2cccc(C(F)(F)F)c2)o1	-9	5	2.6	-1	5	-18	/	6
Cc1cc(C(=O)Nc2ccc3ccccc3c2)c(C)o1	/	-3	0.1	10	-4	-4	4	4
CCCCN(C=O)c1c(CC)nc2c(OCc3ccc(S(C)(=O)=O)cc3)cccn12	6	1	3.4	1	0	1	1	-1
CC(C)(C)C(=O)CN1C(=O)C2(OCCO2)c2ccccc21	0	0	/	-2	-10	9	-2	/
Cc1noc(C)c1NC(=O)Nc1ccc2c(c1)C(=O)N([C@@H](C)CO)C[C@@H](C)[C@H](CN(C)S(=O)(=O)c1c(C)noc1C)OCCCC[C@@H](C)O2	0	-2	-0.3	77*	34	3	9[16.7 µM]	/
Cc1ccccc1-c1ccc(C2[C@@H]3CN(Cc4cncnc4)C[C@H]2N3)cc1 (stereo partly drawn)	-47&-9	/	-0.4&-2.0	/	/	-15&-2	/	-2&1
CC(C)C(C)NC(=O)CSc1ccc(S(=O)(=O)N2CCOCC2)cn1 (stereo not drawn)	9	-1	0.6	-1	0	-8	0	4
CCOC(=O)c1cnc2c(CC)cccc2c1NCCN1CCOCC1	1	-11	4.8	-18	1	13	1	-8
COc1ccc(C(=O)Nc2ccc(NS(=O)(=O)c3ccccc3)cc2)cc1OC	-23	4	-3.9	/	-2	-18	3	4
COc1ccccc1S(=O)(=O)N[C@@H]1CC[C@H](CCNC(=O)C2CCOCC2)O[C@H]1CO	-4	1	-2.7	-3	51	7	/	/
C[C@H]1CN([C@@H](C)CO)C(=O)Cc2cc(NC(=O)Cn3cnnn3)ccc2O[C@@H]1CN(C)Cc1ccc(Oc2ccccc2)cc1	1	0	0.7	39	1	1	0[16.7 µM]	-3
CCn1c(-c2nn(C)c(C)c2Cl)n[nH]c1=S	1	3	/	-9	1	/	1	0
(cont.)
SMILES	PGC1a acetyl inh	PglD inh	CFTR F508del cor	C2C12 statin	Cneo AK release	GSIS activator	miR-122 sensor	FN deposit inh
Cc1cc(C(=O)N/N=C\c2ccc(COc3ccc([N+](=O)[O-])cc3)o2)ccc1[N+](=O)[O-]	0	-6	/	18	-2	/	1	-4
CN(C)S(=O)(=O)c1ccccc1N=C=S	-7	6	-0.3	-2	-2	10	-1	-1
Cc1onc(-c2c(Cl)cccc2Cl)c1C(=O)Nc1nc(C(C)(C)C)cs1	-3	3	4.2	/	-13	-5	-8	4
COc1ccc(S(=O)(=O)Nc2ccc(N(C)C(C)=O)cc2)cc1	10	-10	/	5	-1	/	40	12
O=C(C1CCOCC1)N1CC(=O)N2[C@H](CO)[C@H](c3ccc(/C=C/c4ccccc4)cc3)[C@@H]2C1	-6	/	-2.7	/	/	-8	/	-1
C[C@@H]1CCCCO[C@@H](CN(C)S(=O)(=O)c2ccc(Cl)cc2)[C@@H](C)CN([C@@H](C)CO)C(=O)c2cc(NC(=O)CCCN(C)C)ccc2O1	4	-1	-0.1	15	0	15	-4[16.7 µM]	/
O=C(CCOc1ccccc1)Nc1ccnn1C1CCN(Cc2ccc(CO)o2)CC1	/	-1	-3.9	/	1	4	/	-2
N#Cc1c(N2CCCCC2)nc(N2CCCCC2)c2c1CCN(Cc1ccccc1)C2	5	/	/	-65	/	-30	3	/
CO[C@H]1CN(C)C(=O)c2cc(NS(C)(=O)=O)ccc2OC[C@@H](C)N(C(=O)CC2CC2)C[C@@H]1C	3	-4	-0.4	3	-35	3	/	-2
